High-throughput results (PubChem BioAssay)
SR-BI HDL uptake: inhibitors of mouse SR-BI mediated HDL lipid uptake; Q61009; ldlA[mSR-BI] CHO cells, DiI-HDL uptake fluorescence, 3 h; inhibition, % at 12.5 µM; 320,000 compounds, 0.96% hits;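 active means mean replicate inhibition of at least 70% and a set share of replicates each scoring 70 or more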;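 further: 0% = median of neutral control wells and 100% = median of positive control wells; values of inactives mirror those of a sister screen read the other way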
Target sequence (Q61009 whole entry, looked up): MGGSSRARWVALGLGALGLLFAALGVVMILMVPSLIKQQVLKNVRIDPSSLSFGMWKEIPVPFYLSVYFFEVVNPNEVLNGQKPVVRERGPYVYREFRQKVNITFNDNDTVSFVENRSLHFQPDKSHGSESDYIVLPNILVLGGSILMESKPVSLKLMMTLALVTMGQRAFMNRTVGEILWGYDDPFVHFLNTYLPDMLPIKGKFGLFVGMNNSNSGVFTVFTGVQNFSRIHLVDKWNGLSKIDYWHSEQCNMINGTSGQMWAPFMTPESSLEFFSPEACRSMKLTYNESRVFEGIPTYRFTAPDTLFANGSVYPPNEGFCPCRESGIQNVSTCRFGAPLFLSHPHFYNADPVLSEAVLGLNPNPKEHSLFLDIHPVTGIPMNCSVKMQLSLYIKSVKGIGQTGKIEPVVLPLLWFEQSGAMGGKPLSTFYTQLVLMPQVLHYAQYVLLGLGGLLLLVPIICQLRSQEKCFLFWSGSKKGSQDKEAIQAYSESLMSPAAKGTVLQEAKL
PKA-R2B activ: activates the human PKA-R2B holoenzyme complex | P22694+P31323 | PKA-R2B holoenzyme dissociation, Cy5-IP20 fluorescence polarization; R2B truncated from residue 108, S112A mutant; 0% DMSO only, 100% 113 µM cGMP | activation, % at 11.4 µM | 340,000 compounds, 0.079% hits | AID 504700;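 active means activation above a cutoff set at the mean over all compounds plus 3 SD, cut at about 18% in these data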;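 further: higher means more holoenzyme dissociation and a rise in polarization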
Target sequence (P31323 whole entry, looked up, other chains not shown, the tested form may be a part): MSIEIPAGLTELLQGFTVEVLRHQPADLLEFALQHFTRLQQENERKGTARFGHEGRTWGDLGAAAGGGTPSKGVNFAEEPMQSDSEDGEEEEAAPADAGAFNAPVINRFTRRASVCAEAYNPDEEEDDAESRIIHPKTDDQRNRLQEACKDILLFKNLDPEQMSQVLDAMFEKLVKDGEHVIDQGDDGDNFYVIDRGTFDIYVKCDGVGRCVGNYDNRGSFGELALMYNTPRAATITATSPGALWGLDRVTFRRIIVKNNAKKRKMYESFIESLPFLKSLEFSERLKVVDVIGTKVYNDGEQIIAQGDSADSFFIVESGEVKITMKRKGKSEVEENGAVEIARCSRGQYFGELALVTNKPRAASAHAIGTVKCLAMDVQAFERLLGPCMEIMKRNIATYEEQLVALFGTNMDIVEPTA
Arr AP2 block: human beta-arrestin and AP2 interaction inhibition | inhibition, % at 10 µM | 340,000 compounds, 0.31% hits | FITC-arrestin peptide / GST-AP2 beads, flow cytometry; AP2 beta2 appendage carries R879A mutation;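 active means inhibition above a set limit, near 3 SD of compounds lacking own fluorescence, cut at about 54% in these data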;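 further: plate controls were DMSO wells for no effect and 5 µM unlabelled arrestin peptide for full effect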
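Test system: GST-tagged AP2 beta2-adaptin appendage (R879A) on 4 µm glutathione beads; also added: fluorescein-tagged arrestin peptide at 50 nM final; timing: 12 min plus 1 h, RT; signal: flow cytometry, FL1 (488/535 nm); read-out: percent drop in bead-associated FITC signal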
DSG3 Ab inh: inhibitors of pemphigus antibody binding to human desmoglein-3; P32926; DSG3-coupled beads, scFv-anti-DSG3-GFP binding, flow cytometry; active compounds read low; binding (percent of control), % at 10 µM; 310,000 compounds, 0.48% hits;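 active means binding more than 3 SD below its plate's average and above zero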;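 further: hits lower antibody fragment binding to DSG3; some compounds called inactive have numbers as strong as hits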
SR-BI uptake up: enhances SR-BI lipid uptake from DiI-HDL. CHO ldlA[mSR-BI] cells, DiI-HDL uptake fluorescence, 3 h; 100 = double the neutral-control signal. AID 504775. activation, % at 12.5 µM. 320,000 compounds, 0.096% hits;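 active means mean replicate activation of at least 60% and every replicate at or above 60%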;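 further: 0% = median plate neutral-control signal and 100% = twice that signal; values of inactives mirror those of a sister screen read the other way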
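system = CHO ldlA[mSR-BI] cells, LDL receptor-null, SR-BI overexpressing | medium = Ham's F12 with 0.5% BSA, HEPES 25 mM, pH 7.4 | probe or stimulus = DiI-HDL 10 µg/mL | compound dosing = single-point compound dose | incubation = compound exposure 3 h, 37 °C | technique = DiI fluorescence, bottom read | read-out = cell-associated DiI fluorescence as measure of HDL uptake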
PKA-R1A activ: activates the PKA-R1A holoenzyme complex | P00514+P68181 | PKA-R1A dissociation, Cy5-IP20 fluorescence polarization; scaled: DMSO 0%, 113 µM cGMP 100% | activation, % at 11.4 µM | 340,000 compounds, 0.083% hits | AID 504707;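 active means percent activation above the mean of all tested compounds plus 3 SD, cut at about 19% in these data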;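 further: higher means more PKAc released from R1A so a rise in polarization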
NSD2 inh: inhibitors of human histone methyltransferase NSD2. O96028. NSD2 peptide methylation, AlphaScreen, 120 min. inhibition, % at 12.5 µM. 310,000 compounds, 0.54% hits; in the data active means inhibition above about 50%
dFosB activator: activators of mouse delta FosB homodimer | P13346 | purified delta FosB, TAMRA-CDK5 oligo fluorescence polarization; percent of positive-control signal above neutral wells | activation, % at 25 µM | 340,000 compounds, 0.99% hits | AID 493131;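 active means mean activation above about 17%, with every replicate also reaching it, limit read from the data, passing the limit was not always enough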;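 further: fluorescence polarization rise as delta FosB binds a TAMRA Cdk5 AP-1 oligo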
MITF act: activators of MITF-driven TRPM1 promoter activity in SK-MEL-5 cells. activation, % at 12.5 µM. SK-MEL-5 TRPM1-promoter luciferase, 24 h; % of positive control, neutral wells = 0. 300,000 compounds, 0.75% hits;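 active means mean activation of at least 80% with every replicate also reaching 80%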;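 further: 0% = neutral control wells and 100% = parthenolide positive control wells; values of inactives mirror those of a sister screen read the other way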
SUMO Mot1 rescue: inhibitors of SUMOylation pathway: yeast Mot1-301 growth rescue; S. cerevisiae Mot1-301 growth rescue, ATP luminescence, 38.5C; percent above DMSO median, 100 means doubled; growth rescue, % at 18.8 µM; 320,000 compounds, 1% hits;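 active means every valid replicate shows activation above 250% relative to neutral control wells; inactive means the rest, any valid replicate at or below 250%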;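 further: OY570 slx delta 5 strain wells were the positive control but not used for scaling; some compounds called inactive have numbers as strong as hits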
CDK5 p35 inh: inhibitors of human CDK5/p35 kinase; Q00535+Q15078; Recombinant CDK5/p35, ADP-Glo luminescence, 60 min; inhibition, % at 10 µM; 330,000 compounds, 0.01% hits;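 active means highest replicate inhibition of at least 50% and at least 75% of replicates reaching 50%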;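 further: plate controls were DMSO neutral control for no effect and GW8510 at 10 µM for full effect; many of its hits are not listed in these tables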
The depositor's hits bear a star; x = not tested or not shown.

Every second line gives: SR-BI HDL uptake	PKA-R2B activ	Arr AP2 block	DSG3 Ab inh	SR-BI uptake up	PKA-R1A activ	NSD2 inh	dFosB activator	MITF act	SUMO Mot1 rescue	CDK5 p35 inh
> CCn1c(COc2cc(C)cc(C)c2)nnc1SCC(=O)N1CCN(c2ccccc2)CC1
 : 69	-7	24	94	-69	1	0	-5	-3	5	-0.6
> Cn1c(CCN2CCN(c3ccccn3)CC2)nc2cc(NS(=O)(=O)c3ccc(Cl)cc3)ccc21
 : 73*	2	26	x	-73	12	1	-16	-7	5	0.6
> CC1=C(C)C(OCCBr)N(c2cc(O)c(Cl)cc2F)C1=O (configuration not stated)
 : x	6	-15	101	x	-4	-3	-2	-8	x	-1.2
> C=CCN(CC=C)C(=O)C[n+]1ccc(C(N)=O)cc1
 : 2	10	4	112	-2	2	-2	-4	-10	7	-5.7
> O=S(=O)(c1cccs1)N1CCN(c2ccccc2)CC1
 : x	-4	-2	x	x	-4	3	2	2	61	0.9
> O=C(NCC(c1ccco1)N1CCN(c2ccccc2)CC1)c1cccs1 (configuration not stated)
 : 0	-5	3	105	0	7	2	-5	1	-17	0.8
> O=C(CCCn1c(=O)c2sccc2n(Cc2ccc(F)cc2)c1=O)NCc1ccco1
 : 13	-1	-1	97	-13	8	1	-7	-19	12	-2.1
> CCCCN(C(=S)SC)C1CCS(=O)(=O)C1 (configuration not stated)
 : -5	x	30	95	5	x	-1	1	x	-5	0.8
> Cc1ccc(S(=O)(=O)N(C)C)cc1NC(=O)COC(=O)CSc1ccccc1
 : -20	-8	5	91	20	0	-2	-8	1	345	0.8
> CCC(=O)NC(=S)NNC(=O)c1ccccc1[N+](=O)[O-]
 : -8	-10	7	106	8	1	-7	0	2	x	0.1

Next part; the last three above are carried over.
Every second line gives: SR-BI HDL uptake	PKA-R2B activ	Arr AP2 block	DSG3 Ab inh	SR-BI uptake up	PKA-R1A activ	NSD2 inh	dFosB activator	MITF act	SUMO Mot1 rescue	CDK5 p35 inh
> CCCCN(C(=S)SC)C1CCS(=O)(=O)C1 (configuration not stated)
 : -5	x	30	95	5	x	-1	1	x	-5	0.8
> Cc1ccc(S(=O)(=O)N(C)C)cc1NC(=O)COC(=O)CSc1ccccc1
 : -20	-8	5	91	20	0	-2	-8	1	345	0.8
> CCC(=O)NC(=S)NNC(=O)c1ccccc1[N+](=O)[O-]
 : -8	-10	7	106	8	1	-7	0	2	x	0.1
> COc1ccc(C2CC(c3ccccc3)=NN2C(=S)Nc2ccccc2)cc1 (configuration not stated)
 : 19	-7	17	75	-19	-10	-3	-5	4	x	-0.2
> CCN(C[C@H]1N[C@@](C)(C(=O)OC)[C@H]2C(=O)N(C)C(=O)[C@@H]12)C(=O)C1CCCCC1
 : 2	-1	36	99	-2	11	x	-13	-2	x	2.7
> O=C(NCc1ccc2c(c1)OCO2)c1ccc(CN2CCc3ccccc3C2)cc1
 : 3	-1	2	104	-3	-6	10	-2	-8	24	-0.7
> O=C(NCc1ccccc1)C(c1ccncc1)N(C(=O)c1ccccn1)c1ccccc1 (configuration not stated)
 : -10	-1	19	100	10	-16	1	-4	13	-13	0.4
> Cc1occc1C(=O)NNC(=O)c1ccc(F)cc1
 : -14	-10	-3	112	14	9	x	-4	x	2	0.2
> O=C(Nc1ccc(O)c2c(=O)cc(-c3ccccc3Cl)oc12)c1ccc(Cl)cc1Cl
 : -6	-9	-5	99	-12	7	x	-11	-2	264	-0.4
> O=C(NC1CCCCC1)C(c1ccc(O)cc1)N(C(=O)c1cnccn1)c1cccc(F)c1 (configuration not stated)
 : 4	3	14	107	-4	-6	9	-7	4	0	0.8
> COCCCn1c(=N)c(C(=O)NCC2CCCO2)cc2c(=O)n3cccc(C)c3nc21 (configuration not stated)
 : -6	-9	-9	103	6	-11	2	6	-4	-8	-2.8
> NC(=O)Cn1ccc(O)c(Cc2ccc(Cl)cc2Cl)c1=O
 : -6	3	-2	100	6	-3	-1	5	6	-9	-4.9
> O=C(Cn1cnc2c(OCc3ccccc3)ncnc21)NCCc1c[nH]c2ccccc12
 : -4	-12	10	103	4	-10	x	-8	7	x	-0.1

(listing goes on)
Every second line gives: SR-BI HDL uptake	PKA-R2B activ	Arr AP2 block	DSG3 Ab inh	SR-BI uptake up	PKA-R1A activ	NSD2 inh	dFosB activator	MITF act	SUMO Mot1 rescue	CDK5 p35 inh
> Cc1onc(-c2c(Cl)cccc2Cl)c1C(=O)Nc1ccc2c(c1)OCCO2
 : 4	-5	-2	92	-4	-3	-3	-5	-8	-21	-1.4
> C=CCn1c(SC(F)F)nc2scc(-c3ccco3)c2c1=O
 : x	-4	28	x	x	-9	x	-11	-29	-24	-0.3
> CCCCCC(C)n1[nH]c(=O)c2c(C)cc(C)nc21 (configuration not stated)
 : 9	4	8	107	-9	11	x	-7	-12	106	-1.4
> CCC(C(=O)NC(C)(C)C)N(C(=O)Cn1nnc(-c2ccccc2F)n1)c1cnc2ccccc2c1 (configuration not stated)
 : -32	-10	16	97	32	2	0	-6	x	210	-4.5
> CC(C)CC(=O)NC(NC(=S)Nc1sc2c(c1C#N)CCCC2)C(Cl)(Cl)Cl (configuration not stated)
 : -35	-6	-7	92	35	-9	8	-2	x	-3	1.7
> CCCc1cc(=O)[nH]c(SCC(=O)Nc2cc(C)on2)n1
 : -22	-12	8	114	22	-12	1	-10	-3	0	0.9
> OC1(Cc2cc(-c3ccccc3)no2)CCN(CCCc2ccccc2)CC1
 : 8	-8	3	101	-8	-4	-1	-18	-4	33	0.5
> CCOc1ccc(N2C(=O)C3CCCN3C2=S)cc1 (configuration not stated)
 : -5	-5	30	100	5	1	0	1	8	0	0.0
> O=C1COc2ccc(C(=O)COC(=O)/C=C/c3ccc(Br)o3)cc2N1
 : -8	-1	17	92	8	5	0	-20	-22	-17	0.7
> Cc1cccc(Nc2nc(OCC#N)nc(N(C)C)n2)c1
 : 29	5	28	110	-29	-2	0	-7	x	-8	1.2

Next entries follow:
Every second line gives: SR-BI HDL uptake	PKA-R2B activ	Arr AP2 block	DSG3 Ab inh	SR-BI uptake up	PKA-R1A activ	NSD2 inh	dFosB activator	MITF act	SUMO Mot1 rescue	CDK5 p35 inh
> COc1ccc(CN(C(=O)COc2ccc(C)c(C)c2)C2CCS(=O)(=O)C2)cc1OC (configuration not stated)
 : -24	-8	-5	99	24	-3	x	-7	-1	14	1.3
> OCCN(Cc1ccccc1)CC(O)COc1ccc(-c2ccccc2)cc1 (configuration not stated)
 : 3	8	4	107	-3	-3	-4	-11	11	11	0.0
> COc1ccc(-c2ncccc2OC(=O)C23CC4CC(CC(C4)C2)C3)cc1
 : -24	-8	1	111	24	-12	-3	2	14	-4	-1.0
> CC(=C\c1ccccc1)/C=C1/SC(=S)N(CCC(=O)O)C1=O
 : 0	-7	11	110	0	1	0	-10	1	7	1.5
> O=C(Nc1ccc(N2CCOCC2)c(Cl)c1)c1cc2ccccc2o1
 : 85*	-2	6	103	-85	-9	-2	-3	46	15	1.0
> Cc1ccc2cccc(SCC(=O)N3CCOCC3)c2n1
 : 1	3	-9	x	-1	-2	2	1	11	-4	0.7
> CN(C)S(=O)(=O)c1cccc(NC(=S)N/N=C/C(=O)c2ccccc2)c1
 : -3	-2	1	91	3	-9	4	-7	7	-26	1.0
> CC1(c2ccccc2)NC(=O)N(CCN2C(=O)c3ccccc3C2=O)C1=O (configuration not stated)
 : -9	-5	0	102	9	-8	8	-9	x	-5	-0.2
> CCOC(=O)COn1c(=O)c(-c2ccc(F)cc2)[n+]([O-])c2ccccc21
 : -33	-5	7	94	33	3	-1	5	x	-10	-0.8
> O=C(Nc1ccc(F)cc1F)N1CCCC(c2nc(-c3ccc(F)cc3)no2)C1 (configuration not stated)
 : -12	11	0	101	12	3	4	-6	19	11	1.1

Next section.
Every second line gives: SR-BI HDL uptake	PKA-R2B activ	Arr AP2 block	DSG3 Ab inh	SR-BI uptake up	PKA-R1A activ	NSD2 inh	dFosB activator	MITF act	SUMO Mot1 rescue	CDK5 p35 inh
> Cn1c(Cc2ccccc2)nnc1SCC(=O)Nc1ccccc1N1CCOCC1
 : -2	4	20	107	2	7	-2	-3	3	115	0.4
> O=C(Cc1ccc([N+](=O)[O-])cc1)NCc1ccncc1
 : -7	9	3	102	7	-4	3	2	-1	8	0.2
> CC(C)CN(C(=O)CSc1nc2ccccc2c(=O)n1C)C1CCS(=O)(=O)C1 (configuration not stated)
 : -18	-3	18	104	18	-1	1	-9	-9	-15	-0.9
> Cn1cccc1CC(=O)NNC(=S)NC(=O)c1ccccc1Br
 : -10	-5	7	104	10	0	-3	0	-15	-1	-7.7
> COc1ccccc1N=CC=C1OC(C)(C)C(C)(C)O1
 : -7	6	10	103	7	4	2	-2	4	628	0.7
> C=CCn1c(SCC(=O)Nc2ccccc2C)nnc1-c1ccncc1
 : -12	-7	32	100	12	-7	-2	-5	-3	218	-2.6
> CC(CCc1ccccc1)NC(=O)C(=O)NCCc1ccccc1 (configuration not stated)
 : -11	-9	-3	x	11	8	0	-1	3	-2	1.5
> Cc1ccc(N2CC(C(=O)Nc3nnc(SCC(N)=O)s3)CC2=O)cc1 (configuration not stated)
 : -8	-9	-8	106	8	7	0	-7	5	-3	1.8
> CCN1CCN(c2ncc(C(=O)Nc3cc(Cl)c(OC)cc3OC)c3ccccc23)CC1
 : 49	-2	0	99	-49	2	9	-2	13	x	-1.8

Part of the list above in order of heavy-atom count, falling:
Every second line gives: SR-BI HDL uptake	PKA-R2B activ	Arr AP2 block	DSG3 Ab inh	SR-BI uptake up	PKA-R1A activ	NSD2 inh	dFosB activator	MITF act	SUMO Mot1 rescue	CDK5 p35 inh
> O=C(NCc1ccccc1)C(c1ccncc1)N(C(=O)c1ccccn1)c1ccccc1 (configuration not stated)
 : -10	-1	19	100	10	-16	1	-4	13	-13	0.4
> COCCCn1c(=N)c(C(=O)NCC2CCCO2)cc2c(=O)n3cccc(C)c3nc21 (configuration not stated)
 : -6	-9	-9	103	6	-11	2	6	-4	-8	-2.8
> COc1ccc(C2CC(c3ccccc3)=NN2C(=S)Nc2ccccc2)cc1 (configuration not stated)
 : 19	-7	17	75	-19	-10	-3	-5	4	x	-0.2
